MEKK2mut PB1 HTS: MEK5 binding signal on mutant MEKK2 PB1, primary screen, biochemical, multiplex bead flow cytometry, Alexa488-MEK5. Alexa488-MEK5 binding to MEKK2 mutant. percent response, % at 10 µM. 290,000 compounds, 0.35% hits; in the data active means percent response above about 24%, passing the limit was not always enough; further: inactives centre near 1; some results filed as inactive read as strong as hits
CRFR2-BP ag: agonists of CRF-BP/CRF-R2 complex, primary screen, cell-based, HEK293, calcium dye fluorescence, uHTS | AID 588473, 2011 | activation, % at 13.2 µM | CRF-binding protein / CRF receptor 2 complex (human) | 350,000 compounds, 0.46% hits | calcium dye fluorescence (FLIPR); percent of saturating CRF peptide response;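 active means activation of at least 50%, plus an integration ratio under a set limit after plate pattern correction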;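 further: plate controls were neutral control wells without compound for no effect and CRF at EC100 for full effect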
GalR3 antagonist: GalR3 antagonists in HEK293 cells, primary screen, cell-based, fluorescence readout. Galanin receptor type 3 (Homo sapiens), O60755. HEK293 GalR3-CNG cAMP membrane potential fluorescence; galR3 body fused to GalR1 C-terminus. inhibition, % at 3 µM. 360,000 compounds, 0.44% hits;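 active means inhibition above the screen-wide average plus 3 SD, cut at about 13% in these data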;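 further: forskolin and galanin both at EC90 stimulate the cells; cAMP rise reported by CNG channel membrane potential dye signal; 0% = forskolin plus galanin with DMSO and 100% = forskolin alone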
Target sequence (O60755 1-299 limits assumed): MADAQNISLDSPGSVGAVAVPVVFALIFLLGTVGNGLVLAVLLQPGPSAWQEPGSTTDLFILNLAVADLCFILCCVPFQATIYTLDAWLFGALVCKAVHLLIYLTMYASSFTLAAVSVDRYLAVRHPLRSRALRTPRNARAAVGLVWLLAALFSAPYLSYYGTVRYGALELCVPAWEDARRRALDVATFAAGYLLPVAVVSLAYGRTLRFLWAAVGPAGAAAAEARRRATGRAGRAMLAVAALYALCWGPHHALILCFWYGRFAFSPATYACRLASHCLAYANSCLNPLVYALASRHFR
FID counter: compounds displacing fluorescent DNA intercalator, primary screen, artefact control for HCV NS3 helicase inhibitor project, biochemical, FID fluorescence; 290,000 compounds, 0.17% hits; DNA fluorescent intercalator displacement; AID 1845, 2009; inhibition, % at 7.9 µM; in the data active means inhibition above about 37%;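 further: 0% = vehicle and 100% = reference compound; higher means more ethidium bromide displaced from hairpin DNA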
SUMO HTRF inh: inhibitors of in vitro SUMOylation cascade, primary screen, biochemical, HTRF, uHTS; 290,000 compounds, 0.36% hits; inhibition, % at 35 µM; SUMO-conjugating enzyme UBC9 (Homo sapiens), P63279; HTRF SUMOylation assay, SAE1/SAE2 + UBC9; in the data active means inhibition above about 50%, passing the limit was not always enough; further: strong numbers were not always called active
Target sequence (P63279 whole entry, looked up): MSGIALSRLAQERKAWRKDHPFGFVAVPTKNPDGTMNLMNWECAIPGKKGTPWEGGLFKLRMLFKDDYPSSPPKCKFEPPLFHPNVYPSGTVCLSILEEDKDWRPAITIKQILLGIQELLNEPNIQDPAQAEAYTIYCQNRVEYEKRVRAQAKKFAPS
MEKK3 PB1 HTS: modulators of MEKK3-MEK5 PB1 binding, primary screen, biochemical, wildtype MEKK3, multiplex bead flow cytometry, Alexa488-MEK5 | bead-based flow cytometry, Alexa488-MEK5 binding to MEKK3; actives lie on both sides; 0 = blocked by unlabeled MEK5, 100 = vehicle | binding response (% of control), % at 10 µM | Mitogen-activated protein kinase kinase kinase 3 (Homo sapiens), Q99759 | 290,000 compounds, 1.4% hits | AID 1529, 2009;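 active means binding response more than 3 SD above or below the average of its plate-row segment, actives on both sides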;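 further: Alexa488 bead fluorescence after subtracting the streptavidin-only scavenger bead signal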
Target sequence (Q99759 whole entry, looked up): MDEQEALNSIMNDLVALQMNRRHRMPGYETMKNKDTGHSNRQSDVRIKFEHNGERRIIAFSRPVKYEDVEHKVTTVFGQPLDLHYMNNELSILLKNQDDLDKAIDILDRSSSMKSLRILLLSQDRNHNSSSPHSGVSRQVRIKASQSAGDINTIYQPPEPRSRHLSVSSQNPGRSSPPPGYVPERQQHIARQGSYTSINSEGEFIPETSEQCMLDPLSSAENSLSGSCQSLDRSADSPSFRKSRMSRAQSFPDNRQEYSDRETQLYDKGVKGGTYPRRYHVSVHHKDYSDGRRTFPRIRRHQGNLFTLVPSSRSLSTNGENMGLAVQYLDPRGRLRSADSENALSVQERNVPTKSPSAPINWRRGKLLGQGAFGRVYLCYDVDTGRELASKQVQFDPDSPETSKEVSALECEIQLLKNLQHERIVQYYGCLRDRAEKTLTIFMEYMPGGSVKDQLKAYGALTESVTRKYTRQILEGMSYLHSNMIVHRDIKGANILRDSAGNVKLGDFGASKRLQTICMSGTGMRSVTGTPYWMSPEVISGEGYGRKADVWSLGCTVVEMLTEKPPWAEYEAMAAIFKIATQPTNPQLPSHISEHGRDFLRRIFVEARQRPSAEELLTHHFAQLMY
MEKK2 WT-MEK5: modulators of MEK5 binding to wildtype MEKK2, primary screen, biochemical, multiplex bead flow cytometry, Alexa488-MEK5 | 290,000 compounds, 1.1% hits | Alexa488-MEK5 binding to MEKK2 WT; actives lie on both sides | binding response (% of control), % at 10 µM; in the data active means binding response below about 67% or above about 130%
CRFR2-BP antag: antagonists of CRF-BP/CRF-R2 complex, primary screen, cell-based, HEK293, calcium dye fluorescence, uHTS; CRF-induced calcium fluorescence; 350,000 compounds, 0.59% hits; inhibition, % at 11.8 µM; AID 588475, 2011;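 active means inhibition of the ligand-induced calcium signal above about 50% at the single tested concentration, limit read from the data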
NS3 helicase inh: inhibitors of HCV NS3 helicase, primary screen, biochemical, Cy5 molecular beacon fluorescence. NS3 helicase DNA unwinding. inhibition, % at 10.9 µM. 290,000 compounds, 0.56% hits. Hepatitis C virus NS3 helicase;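 active means inhibition above the mean of all tested compounds plus 3 SD, set per campaign, cut at about 35% in these data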;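 further: 0% = DMSO wells and 100% = thioflavine S control wells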
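Material: hepatitis C virus NS3 helicase domain fragment enzyme; measured by: Cy5 fluorescence, 0 and 60 min reads; control set: DMSO and thioflavine S; incubation: 60 min unwinding reaction at 25 °C after ATP addition; read-out basis: % inhibition from 60/0 min fluorescence ratio, DMSO 0%, thioflavine S 100%; repeats: singlicate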
Active calls of the source: *; x = not tested or not shown.

Preview (2 entries):
SMILES	MEKK2mut PB1 HTS	CRFR2-BP ag	GalR3 antagonist	FID counter	SUMO HTRF inh	MEKK3 PB1 HTS	MEKK2 WT-MEK5	CRFR2-BP antag	NS3 helicase inh
CSc1ccc(Cl)c(C(=O)OCC(=O)N(C)CCC#N)c1	7	-1.4	-4	-3	17	108	98	-3	1
O=C(N/C(=C/c1ccccc1Cl)C(=O)N1CCCC1)c1ccccc1	-10	-0.5	4	-22	8	97	90	0	3

The listing, previewed entries included:
SMILES	MEKK2mut PB1 HTS	CRFR2-BP ag	GalR3 antagonist	FID counter	SUMO HTRF inh	MEKK3 PB1 HTS	MEKK2 WT-MEK5	CRFR2-BP antag	NS3 helicase inh
CSc1ccc(Cl)c(C(=O)OCC(=O)N(C)CCC#N)c1	7	-1.4	-4	-3	17	108	98	-3	1
O=C(N/C(=C/c1ccccc1Cl)C(=O)N1CCCC1)c1ccccc1	-10	-0.5	4	-22	8	97	90	0	3
Cc1c(CCC(=O)N[C@@H](C)C(=O)O)c(=O)oc2cc3occ(-c4ccccc4)c3cc12	11	2.5	-11	-14	25	110	109	5	11
CCOC(=O)c1ccc(Oc2coc3cc(O)ccc3c2=O)cc1	-2	-0.4	-8	-19	49	99	99	1	1
CN(C1CCCCC1)S(=O)(=O)c1ccc2c(c1)c(=O)c(C(=O)NCCCN1CCCC1)cn2C	1	-1.9	8	16	13	90	109	-5	-13
CCC(CC)C(=O)Nc1nnc(S(=O)(=O)N(CC)c2ccc(OC)cc2)s1	3	0.9	3	-32	-8	105	106	0	-13
COc1ccc(Cl)cc1NC(=O)C(C)N1CCc2ccccc21 (stereo unspecified)	-2	-0.7	-7	0	-8	100	100	22	9
O=C(CCCSc1nc(-c2ccco2)cc(C(F)(F)F)n1)NCc1cccs1	-3	-1.4	-5	-3	21	95	96	40	1
COc1ccc(S(=O)(=O)Nc2ccc(OCC(=O)O)cc2)c2ccccc12	8	0.6	-11	-30	19	108	111	2	6
CN(C)S(=O)(=O)c1cccc(NC(=O)c2cc(-c3cccs3)nn2-c2cccc(Cl)c2)c1	-1	1.1	7	-11	-49	104	100	-3	-20
O=C(CSc1nc2ccccc2c2nc3ccccc3n12)NCc1ccco1	2	0.2	0	-13	28	106	91	9	-6
O=C(CCC1CCCN(C(=O)CC2=CCCCC2)C1)N1CCN(c2ccccn2)CC1 (stereo unspecified)	-6	0.9	2	-48	-1	102	96	10	3
COc1ccccc1C(=O)Nc1ncc2c(n1)CC(c1ccco1)CC2=O (stereo unspecified)	7	1.5	1	-14	23	106	105	0	6
N#Cc1c(NC(=O)C2CC(Cl)=CCC2C(=O)O)sc2c1CCCCC2 (stereo unspecified)	-6	2.1	-4	-10	19	99	93	22	21
COc1ccc2oc(=O)c(C(=O)C[n+]3cccc(C)c3)cc2c1	-4	5.8	-5	-2	39	92	88	-26	4
Nc1nnc(CCS(=O)(=O)c2ccc(Br)cc2)s1	1	-0.6	-2	2	12	102	96	10	-8
COCCn1c(-c2ccc(SC)cc2)nc2c1c(=O)[nH]c(=O)n2CC(C)C	17	-0.6	-1	-38	16	106	112	3	30
NC(=O)c1nsc(C(=O)N(c2ccccc2F)C(C(=O)NCc2ccc(F)cc2)c2ccc(O)cc2)c1N (stereo unspecified)	3	23	-4	-12	-8	97	97	-45	-14
Cc1nc2nc(-c3ccccc3)cc(=O)n2[nH]1	-4	0.6	-1	-1	3	101	97	25	7
CCCCCCCn1ccc(O)c(CC(=O)OC)c1=O	-12	2.7	-2	-5	7	68	79	8	-2
CC(C)(C)NC(=O)Cn1nnc(-c2ccc(OCc3c(F)cccc3Cl)cc2)n1	7	0.0	-11	-24	-20	109	120	3	-6
Cc1ccc(NC(=O)c2cc(NC(=O)CCC(=O)O)ccc2N2CCCCC2)cc1	5	0.2	0	-42	30	102	99	-4	14
CC(=O)Nc1ccc(S(=O)(=O)NNC(=O)COc2ccc(Cl)cc2Cl)cc1	17	-0.4	-5	-4	6	116	108	5	37*
CCCCCCN=CC1=C(O)C(C(=O)OC)C(C)(C)CC1=O (stereo unspecified)	10	-1.8	-4	-21	-13	100	102	-9	5
O=C(CNC(=O)c1cccc(F)c1)N/N=C/c1cccnc1	0	0.4	-9	-1	x	100	101	13	-9
CC(C)(C)c1cc(=O)n2[nH]c(N)nc2n1	-1	3.5	2	-1	12	102	99	7	-4
CCCOc1ccc(C2/C(=C(/O)c3ccccc3)C(=O)C(=O)N2CCCN(C)C)cc1OC (stereo unspecified)	x	-1.0	-5	-3	x	x	x	-24	6
CCOC(=O)C1CCN(S(=O)(=O)c2c(Cl)ccc3nonc23)CC1	-6	x	-3	-1	23	96	92	x	9
Cc1cc([N+](=O)[O-])nn1CCCC(=O)Nc1ccc(Cl)cc1Cl	-6	-0.3	-4	0	2	103	96	9	10
CCc1cc(C)c(O)c(CC)n1	0	-0.1	x	0	10	97	99	16	-2
CC(C)(CC(=O)O)CC(=O)N1CCCN(c2nccc(C(F)(F)F)n2)CC1	-6	-2.1	-11	-10	-8	96	95	6	19
Cc1ccc(C(C)C)c(OCc2nn(CC(=O)c3ccc(Cl)cc3)c3[n+]2CCCCC3)c1	18	30	1	25	-20	91	192*	-22	-43
O=C(N/N=C/c1c(O)ccc2ccccc12)c1ccc(CO)nc1	3	30	-13	-12	4	95	96	-36	39*
CCSc1nnc(NC(=O)C(C(F)(F)F)C(F)(F)F)s1	20	-0.5	6	-1	11	119	131	-18	-1
CCn1cc(CN2CCC(n3nccc3NC(=O)c3ccccc3C)CC2)cn1	9	-0.9	-1	1	-5	104	107	-2	5
C=CCc1c(C)[nH]c2ccc(C)cc2c1=O	1	-0.3	-4	1	-17	96	102	8	2
O=C(Cc1ccccc1)NNC(=O)C1CC=CCC1 (stereo unspecified)	-1	7.5	-10	-7	-15	103	103	15	-2
Cc1cc2cc(CNC(=S)Nc3ccc(OC(F)F)cc3)ccc2n1C	-4	0.3	6	-1	14	104	100	7	-46
O=C(CN1c2ccccc2Sc2ccccc21)NNC(=O)Nc1cccc(Cl)c1	-28	-1.2	0	0	0	86	97	4	-16
COCCNC(=O)c1sc2ncn(CC(=O)N3CCCCC3)c(=O)c2c1C	-1	0.0	-3	-2	-4	94	96	11	-2
Cc1ccc(-c2noc(CSc3nc(N)cc(N)n3)n2)cc1	2	4.6	-6	-1	-5	100	102	8	-14
O=C(Cn1cnc2scc(-c3cccc([N+](=O)[O-])c3)c2c1=O)NCc1ccco1	-10	-1.8	2	-2	34	96	91	21	35
O=C(CN1CCN(S(=O)(=O)c2cc(Cl)ccc2Cl)CC1)Nc1ccc2c(c1)OCCO2	2	1.2	-2	-25	-6	96	103	-5	-9
CC1CN(C2CCN(C(=O)c3cccc(Cl)c3)CC2)CC(C)O1 (stereo unspecified)	3	-2.9	0	3	18	101	106	5	6
Cc1ccccc1OCc1occc1C(=O)Nc1cccc(-n2cnnn2)c1	0	5.3	-9	-16	-17	101	100	11	2
CCn1c(COc2cccc(OC)c2)nnc1SCC(=O)Nc1cc(OC)ccc1OC	-3	-0.9	-5	-40	16	101	97	-25	-14
COc1ccc(S(=O)(=O)N2CCCC(C(=O)N3CCOCC3)C2)cc1Cl (stereo unspecified)	4	2.4	0	-27	10	102	103	4	-1
Cc1oc(S(=O)(=O)N(C)C)cc1C(=O)Nc1ccc(Cl)cc1	2	-0.6	1	-1	6	104	102	-37	-1

Random excerpt: five entries already listed
SMILES	MEKK2mut PB1 HTS	CRFR2-BP ag	GalR3 antagonist	FID counter	SUMO HTRF inh	MEKK3 PB1 HTS	MEKK2 WT-MEK5	CRFR2-BP antag	NS3 helicase inh
Cc1ccc(-c2noc(CSc3nc(N)cc(N)n3)n2)cc1	2	4.6	-6	-1	-5	100	102	8	-14
O=C(Cc1ccccc1)NNC(=O)C1CC=CCC1 (stereo unspecified)	-1	7.5	-10	-7	-15	103	103	15	-2
Cc1oc(S(=O)(=O)N(C)C)cc1C(=O)Nc1ccc(Cl)cc1	2	-0.6	1	-1	6	104	102	-37	-1
O=C(CN1c2ccccc2Sc2ccccc21)NNC(=O)Nc1cccc(Cl)c1	-28	-1.2	0	0	0	86	97	4	-16
Cc1cc2cc(CNC(=S)Nc3ccc(OC(F)F)cc3)ccc2n1C	-4	0.3	6	-1	14	104	100	7	-46

Next section:
SMILES	MEKK2mut PB1 HTS	CRFR2-BP ag	GalR3 antagonist	FID counter	SUMO HTRF inh	MEKK3 PB1 HTS	MEKK2 WT-MEK5	CRFR2-BP antag	NS3 helicase inh
O=C(Nc1ccc2c(c1)OCCO2)c1cccc(Cl)c1Cl	6	-0.5	-11	-7	0	108	110	14	-2
O=C(COC(=O)c1cnccn1)NCc1ccc2c(c1)OCO2	-1	0.4	1	0	2	96	97	-8	-10
COc1ccc(/C=C2\SC(=S)N(CCC(=O)N(CCO)c3ccccc3)C2=O)cc1OC	2	2.0	-6	-37	-5	102	93	3	2
[N-]=[N+]=NCCN1CCN(Cc2ccccc2)CCC1=O	2	-1.8	-6	-11	-10	101	103	4	19
COc1cc2c(cc1OC)CN(C(=O)CN1CCN(S(=O)(=O)c3ccc(C)c(C)c3)CC1)CC2	0	-2.0	-2	-56	8	94	100	22	-3
CC(=O)NCC(=O)NC(C(=O)Nc1ccc2c(c1)OCCO2)c1ccc(C)cc1 (stereo unspecified)	10	0.6	-4	-4	-1	104	109	-2	-6
OCC(O)C1OC(Nc2ccc(Cl)cc2)C(O)C1O (stereo unspecified)	-12	0.4	3	1	16	75	80	-5	-8
O=C(NCc1cccnc1)C12CC3CC(CC(C3)C1)C2	5	0.9	-8	-5	17	105	103	-9	-14
CCc1cc(=O)oc2c(C)c(OCC(=O)N3CCC(C(=O)O)CC3)ccc12	5	-2.8	-6	-20	6	104	104	-15	-1
O=C(COc1ccccc1F)NC1CCN(Cc2ccccc2)CC1	-3	-1.6	-2	3	13	99	96	-1	-6
CCOC(=O)C1CN(S(=O)(=O)c2ccc(OC)cc2)c2ccccc2O1 (stereo unspecified)	4	-0.3	-11	-16	-8	107	104	6	2
CC(C)C(=O)NNc1ccccc1	0	2.8	1	-1	18	98	98	-13	-3
COCCCNC(=O)CC1C(=O)N(Cc2ccccc2)C(C)c2nc3ccccc3n21 (stereo unspecified)	-12	-0.5	1	-17	-9	103	96	7	-2
CC(C)(C)n1nc2c(c1NC(=O)c1ccccc1S(=O)(=O)C(F)F)CS(=O)(=O)C2	4	-0.5	4	-3	18	100	101	-13	1
O=c1cc[nH]c2ccc(Cl)cc12	8	-2.0	5	0	11	93	97	4	2
Cc1cc(C(=O)CSc2nncs2)c(C)n1-c1c(C)n(C)n(-c2ccccc2)c1=O	-2	0.9	-3	-8	32	96	95	0	3
Cc1ccc(C(=O)CCC(=O)N2CCN(c3ccc(F)cc3)CC2)cc1	2	-5.0	0	-42	0	101	105	5	3
O=C(O)c1ccc(-c2nc3ccccc3s2)o1	3	-1.6	-3	-4	20	100	102	-2	9
CN(C(=O)CO/N=C/c1ccc(Cl)cc1)c1ccccc1	-7	-1.1	-3	-24	2	102	93	-10	1
COC(=O)CCCNC(=O)c1ccc2[nH]c(C)c(C)c2c1	-5	-0.2	-2	2	16	92	90	-15	7

Source: PubChem BioAssay

A portion of the library; rates above refer to the full screens.
